# Source: PubChem BioAssay (National Center for Advancing Translational Sciences (NCATS))
# N370S GC mod: inhibits or activates N370S mutant glucocerebrosidase; 0.092% of 330,000 active; P04062; N370S GC spleen homogenate, 4MU-glucoside fluorescence; AID 2101; Potency, µM (highest dose often 59.4 µM), inactives show at the top dose activity change, negative = inhibition, actives largely listed as inhibitors;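 also: 0% = full enzyme activity and -100% = no enzyme basal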
# FEN1 inhibitor: inhibitors of human flap endonuclease 1; P39748; Recombinant FEN1 flap cleavage, fluorescence, 15 min; Potency, µM (doses to about 114 µM), for inactives: at the highest dose activity change, negative = inhibition, hits mostly inhibitors; 0.35% of 390,000 active; also: nearly all actives have a fitted effect of over 65% in size
# Target sequence (P39748 whole entry, looked up): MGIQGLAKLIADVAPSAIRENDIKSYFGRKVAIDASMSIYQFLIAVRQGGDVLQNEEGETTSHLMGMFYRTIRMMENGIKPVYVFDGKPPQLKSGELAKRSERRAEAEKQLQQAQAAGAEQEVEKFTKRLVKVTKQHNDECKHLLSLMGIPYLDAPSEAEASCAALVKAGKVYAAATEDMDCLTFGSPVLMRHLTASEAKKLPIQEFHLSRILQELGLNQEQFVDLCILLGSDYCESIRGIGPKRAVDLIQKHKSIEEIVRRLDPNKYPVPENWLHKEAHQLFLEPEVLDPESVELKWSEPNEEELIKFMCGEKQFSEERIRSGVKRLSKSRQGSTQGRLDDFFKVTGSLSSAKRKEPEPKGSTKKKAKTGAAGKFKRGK
#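 In this screen, 50 nM flap DNA substrate was added to 10 nM FEN1 pretreated with compound for 15 min at room temperature; cleavage was followed with reads at 0 and 15 min, and Hill fitting gave concentration–response parameters.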
# TDP1 block: blocks human tyrosyl-DNA phosphodiesterase 1; Q9NUW8; 0.28% of 350,000 active; recombinant TDP1, AlphaScreen DNA substrate cleavage; Potency, µM (doses to about 130 µM), for the others: at the top dose activity change, negative = inhibition, usual class: inhibitors; also: nearly all actives have a fitted effect of over 40% in size
# Target sequence (Q9NUW8 whole entry, looked up): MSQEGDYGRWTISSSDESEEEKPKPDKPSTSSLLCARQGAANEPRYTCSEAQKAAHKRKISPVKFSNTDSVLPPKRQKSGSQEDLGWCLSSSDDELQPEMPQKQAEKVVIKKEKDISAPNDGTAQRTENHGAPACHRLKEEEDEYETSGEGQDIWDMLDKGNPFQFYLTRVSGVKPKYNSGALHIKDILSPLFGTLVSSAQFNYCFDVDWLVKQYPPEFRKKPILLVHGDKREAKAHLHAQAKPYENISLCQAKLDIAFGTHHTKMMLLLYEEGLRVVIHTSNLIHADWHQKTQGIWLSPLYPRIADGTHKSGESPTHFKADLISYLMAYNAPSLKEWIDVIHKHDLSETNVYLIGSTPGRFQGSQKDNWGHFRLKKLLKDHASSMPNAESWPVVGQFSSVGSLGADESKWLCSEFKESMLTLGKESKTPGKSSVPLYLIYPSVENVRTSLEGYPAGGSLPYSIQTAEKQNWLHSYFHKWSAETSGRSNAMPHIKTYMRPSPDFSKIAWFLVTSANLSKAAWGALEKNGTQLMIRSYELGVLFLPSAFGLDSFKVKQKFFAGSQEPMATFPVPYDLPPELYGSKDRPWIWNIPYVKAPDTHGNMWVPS
#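 Steps: enzyme plus compound, 15 min RT; add biotin/phosphotyrosine-FITC oligonucleotide (15 nM final), react 5 min; add donor/acceptor beads (10 ug/ml final), 10 min; read AlphaScreen. Tdp1 at 1 nM final.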
# Active calls of the source: *; ? = inconclusive; . = no result given; & = joins results of further samples; [ ] = remark or other dose. Calls follow the shape of the dose curve; as a rule, active = well fitted curve in the direction sought with a large enough effect; inconclusive = small, poorly fitted or top-dose-only effect, or another doubt; inactive = no such curve, though single readings can be large; an effect the other way counts as inactive or inconclusive. Unless noted, % is scaled to controls: 0 for no effect and ±100 for the full control effect; potency is read from the fitted curve at half-maximal effect.
no.	N370S GC mod	FEN1 inhibitor	TDP1 block	SMILES
1	16%	-4%	1%	CCCCOc1ccc(C(=O)N2CCCC2)cc1
2	-5%	-4%	0%	COCc1cc(C)nc(SCC[N+](C)(C)CC(=O)c2ccccc2)c1C#N
3	-9%	1%	0%	Cc1ccc(N(CCC#N)C(=O)COC(=O)C2CCN(S(=O)(=O)c3ccc(C)c(C)c3)CC2)cc1
4	-1%	-16%	1%	Cc1ccc(S(=O)(=O)NCCC(=O)NCc2ccccc2)cc1
5	6%	13%	3%	CC1CCCCN1CCCNC(=O)C1CCN(c2nnc(-n3cccc3)s2)CC1 (stereo unspecified)
6	.	-8%	2%	O=C(Nc1ccc2nc(SCC(=O)N3CCCC3)sc2c1)c1cccc(Br)c1
7	2%	-4%	0%	Clc1ccc2nc(-c3ccc(Br)s3)cn2c1
8	-1%	-13%	0%	CC1CCCC(NS(=O)(=O)c2cc(Br)cnc2N)C1C (stereo unspecified)
9	6%	8%	-3%	O=C(Nc1cccnc1)c1ccccc1O
10	-1%	-9%	-1%	Fc1ccc(CCNC(=S)Nc2ccc(F)c(Cl)c2)cc1
11	.	8%	-5%	COc1cc(OC)cc(-c2nnc(SCC(=O)N3CCC(C)CC3)o2)c1
12	-10%	-8%	2%	CCN(CC)CCCN=C(C)C1=C(O)c2ccccc2C1=O
13	1%	.	-3%	CCc1nn2c(=O)cc(N3CCN(c4cc(C)nc5ccccc45)CC3)nc2s1
14	11%	-11%	-9%	CC(=O)C1=C(O)C(=O)N(CCCO)C1c1ccccc1 (stereo unspecified)
15	8%	6%	-3%	CN(C)S(=O)(=O)c1ccc(C(=O)NCCOc2ccc(F)cc2)cc1
16	-3%	7%	-1%	O=C(CSc1nc2ccccc2c(=O)[nH]1)N1CCN(S(=O)(=O)c2ccccc2)CC1
17	-15%	-15%	-2%	O=C(N=Nc1c(O)[nH]c2ccccc12)c1cc(NS(=O)(=O)c2cccs2)cc(NS(=O)(=O)c2cccs2)c1
18	-18%	0%	3%	Cc1ccc2c(c1C)NC(C)CC2C (stereo unspecified)
19	-6%	-1%	8%	C/C(=N\NC(=O)c1nn(C)cc1Br)c1ccc(NC(=O)c2ccncc2)cc1
20	-16%	14%	0%	COc1ccc(/C=C(/NC(=O)c2ccco2)C(=O)Nc2cccc(C(=O)O)c2)cc1
21	4%	36%[activator]	6%	Cc1ccnc2nc(C(=O)Nc3nccs3)nn12
22	-2%	1%	-1%	O=C(NCC(c1ccc(F)cc1)N1CCOCC1)c1ccc(Br)o1 (stereo unspecified)
23	8%	9%	-1%	CCCn1nc2cc(C(=O)NCC34CC5CC(CC(C5)C3)C4)ccc2c1OCC
24	0%	5%	4%	CCOC(=O)c1cccc(NC(=O)c2cnc3ccccc3n2)c1
25	-16%	-13%	9%	COc1ccc(CNC(=O)CN(C(=O)c2csnn2)c2ccccc2F)cc1
26	-3%	23%	-3%	COc1ccc(C(=O)COC(=O)CCN2C(=O)C3CC=CCC3C2=O)c(OC)c1 (stereo unspecified)
27	-5%	-4%	5%	C/C=C/CSc1nc2c(c(=O)[nH]c(=O)n2C)n1C(C)C
28	.	3%	6%	O=C(Nc1cccc(Cl)c1Cl)c1cc2nc(-c3ccc4c(c3)OCO4)cc(C(F)(F)F)n2n1
29	-11%	3%	4%	O=C(CSc1nnc(NC(=O)C2CC(=O)N(c3ccccc3)C2)s1)NCC1CCCO1 (stereo unspecified)
30	-7%	-6%	2%	Cc1cc(F)ccc1S(=O)(=O)N1CCCOC1CNC(=O)C(=O)NCCCN1CCOCC1 (stereo unspecified)
31	5%[2.35 µM]	.	0%	Cc1nc(SCc2nnc(-c3ccc(Cl)cc3)o2)c2c3c(sc2n1)CCC3
32	2%	-8%	.	CCCCn1c(SCC(=O)Nc2ccc(NC(C)=O)cc2)nc2ccccc2c1=O
33	-9%	-4%	8%	COc1ccc(S(=O)(=O)N2CCCCC2)cc1NC(=S)Nc1cccc(Cl)c1C
34	-19%	-18%	.	CN(C)C=NC(=O)c1[nH]c2ccc(Cl)cc2c1-c1ccccc1
35	-4%	-12%	-4%	CC1CCCC(NC(=O)c2cc(-c3ccncc3)nc3ccccc23)C1C (stereo unspecified)
36	-7%	0%	1%	CCOC(=O)c1ccc(NC(=O)CCc2nnc3ccc(N4CCCC4)nn23)cc1
37	0%	?	0%	COc1cc2[nH]c(=S)nc(Nc3ccc(NC(C)=O)cc3)c2cc1OC
38	-2%	17%	.	CCCCCCCC(=O)Nc1cc(C(=O)NCc2ccc(C)cc2)ccc1N1CCC2(CC1)CC(c1ccccc1)=NO2
39	-4%	-8%	3%	CCc1nc2ccccc2c(=O)n1NC(=O)c1c(O)c2cccc3c2n(c1=O)CCC3
40	-2%	12%	.	COc1cccc(Oc2nccc(N(C)C)c2C#N)c1
41	3%	9%	2%	CCOCCCNC(=O)c1c[nH]c2ccc(C)cc2c1=O
42	2%	-4%	4%	O=C(Nc1ccc2c(c1)OCCO2)c1cncc(Br)c1
43	0%	3%	.	Cc1ccc2cc(CCNC(=O)C3CCCCC3)c(=O)[nH]c2c1C
44	2%	1%	1%[0.505 µM]	CC(C)Oc1ccc(C(=O)Nc2nnc(C3=COCCO3)o2)cc1
45	8%	-2%	.	Brc1ccc(-c2noc(COc3ccc4c(c3)CCC4)n2)o1
46	.	-1%	9%	CSc1ccc(CNC(=O)CN2C(=O)C3CCCCN3c3ccc(C(=O)N4CCCC4)cc32)cc1 (stereo unspecified)
47	-12%	-1%	8%	CCOc1ccccc1Nc1nc2ccccc2n1C(C)C
48	.	-14%	1%	COc1ccccc1C(=O)OCC(=O)N1CCC(Cc2ccccc2)CC1
49	-19%	?	0%	Cc1cc(C)nc(SCC(=O)NN=C2CCCC2)n1
50	.	79µM*	-2%	O=c1c2ccccc2sn1-c1ccc(F)cc1
51	3%	-15%	8%	C=CCOC(=O)C(C#N)c1nc2ccccc2nc1N1CCN(c2ccccc2OCC)CC1 (stereo unspecified)
52	.	-2%	1%	CC[C@]12c3[nH]c4ccccc4c3CCN1C(=O)C(CC(=O)NCc1ccc(OC)c(OC)c1)C[C@@H]2C(=O)N1CCN(C(=O)C2CC2)CC1 (stereo partly specified)
53	-6%	7%	7%	CCn1cc(C2=NOC(C(=O)Nc3ccccc3C(=O)OC)C2)c(C)n1 (stereo unspecified)
54	3%	-7%	-2%[0.505 µM]	Cc1sc(NC(=O)CS(=O)(=O)c2ccccc2)c(C(N)=O)c1C
55	2%	-12%	0%	C=CCn1c(SCC(=O)NCCCC)nc2scc(-c3ccco3)c2c1=O
56	-5%	5%	7%	Cc1ccccc1C(=O)N1CCC(C(=O)Nc2ccc(S(=O)(=O)N3CCCC3)cc2)CC1

# Continuation.
no.	N370S GC mod	FEN1 inhibitor	TDP1 block	SMILES
57	6%	-11%	-7%	N#Cc1cc(C(=O)c2cc(Cl)ccc2O)cn(CC2CCCO2)c1=O (stereo unspecified)
58	4%	0%	-8%	Cc1ccccc1OCC(=O)NNC(=O)c1ccc(-c2ccccc2)cc1
59	-3%	-8%	.	O=C(NCc1ccccc1)c1onc(CSc2nc3ccccc3[nH]2)c1C(=O)NCc1ccccc1
60	5%	5%	6%	O=c1[nH]n2c(C(F)(F)F)cc(C3CC3)nc2c1N=Nc1ccccc1
61	-12%	?	6%	N=C(N)c1ccc(/C=C/c2ccc(C(=N)N)cc2O)cc1
62	.	6%	0%	COc1ccccc1NC(=O)c1sc2nc(C)c(C(=O)Nc3ccc(Cl)cc3)c(-c3ccc(Br)cc3)c2c1N
63	.	-15%	4%	O=C(CCc1nc2cccnc2n1Cc1cccs1)Nc1cccc(C(F)(F)F)c1
64	13%	6%	3%	O=C(Nc1cccc(Cl)c1)Nc1nnc(CSCCOc2ccc(Cl)cc2)s1
65	-13%	0%	8%	COc1ccc(N(C(=O)Cn2nnc(-c3ccc(Cl)cc3)n2)C(C(=O)NCC2CCCO2)c2ccncc2)cc1 (stereo unspecified)
66	-18%	-12%	-18%	N#Cc1ccccc1COC(=O)c1cc(=O)c2ccccc2o1
67	-10%	2%	3%	COc1ccccc1C(=O)NNC(=O)c1ccc(C)cc1
68	-2%	3%	1%	COc1ccc(C(=O)Nc2ccc(NC(=O)c3ccccc3F)cn2)cc1
69	-8%	3%	.	CCN(CC)Cc1c(C(=O)N/N=C/c2cccs2)nnn1-c1nonc1N
70	.	0%	0%	CCOc1cccc(C2c3c(oc4cc(C)c(C)cc4c3=O)C(=O)N2c2nc(C)c(C)s2)c1 (stereo unspecified)
71	-4%	-5%	-3%	Cc1ccc(N2C(=O)/C(=C/c3ccco3)SC2=S)cc1
72	3%	-3%	7%	Cc1cc(C(=O)N/N=C/c2cccnc2)c(C)o1

# With a hit mark in FEN1 inhibitor (from the list above):
no.	N370S GC mod	FEN1 inhibitor	TDP1 block	SMILES
50	.	79µM*	-2%	O=c1c2ccccc2sn1-c1ccc(F)cc1

# New compounds follow.
no.	N370S GC mod	FEN1 inhibitor	TDP1 block	SMILES
73	3%	-16%	6%	COc1ccc(C)cc1NC(=O)C(Sc1nnc(Nc2cc(C)ccc2OC)s1)c1ccccc1 (stereo unspecified)
74	6%	-8%	3%	COc1ccc(NC(=O)COc2ccc(C(=O)NC3CCCc4ccccc43)cc2OC)cc1 (stereo unspecified)
75	-6%	-2%	2%	CN(Cc1ccccc1)Cc1c[nH]c2ccccc12
76	.	-9%	-3%	CN(C(=O)COC(=O)c1ccc(Cl)c(S(=O)(=O)N2CCCCCC2)c1)C1CCS(=O)(=O)C1 (stereo unspecified)
77	5%	-2%	.	CCn1c(SCC(=O)N2CCCC(C)C2)nc2c1c(=O)n(C)c(=O)n2C (stereo unspecified)
78	1%	3%	0%	CC(OC(=O)C1CCN(S(=O)(=O)c2ccc(Cl)cc2)CC1)C(=O)N1CCc2ccccc21 (stereo unspecified)
79	18%	-13%	0%	COc1ccc(C(=O)N=c2sc3ccccc3n2C)cc1
80	8%	?	10%&2%	COc1cc(N=c2ssnc2Cl)c(OC)cc1Cl
81	-12%	-6%	1%	CCC(Sc1nc(=O)cc(N)n1-c1ccccc1)C(=O)Nc1cc(C)on1 (stereo unspecified)
82	.	-3%	0%	COc1cccc(OC)c1C(=O)OCC(=O)N(c1ccccc1)C1CCCCC1
83	-3%	-8%	-3%	Clc1cccc(-c2nc(NCC3CCCO3)c3ccccc3n2)c1 (stereo unspecified)
84	3%	-1%	1%	O=C(NC1CCCCCC1)c1ccc2nc3cc(Cl)ccc3c(=O)n2c1
85	-2%	?	3%	N#C/C(=C\c1ccc(OC(=O)c2ccc(Cl)s2)cc1)c1nc2ccccc2[nH]1
86	.	-4%	-2%	CC1Sc2ccc(C(=O)Nc3cc(S(C)(=O)=O)ccc3Cl)cc2NC1=O (stereo unspecified)
87	15%	?	0%&-3%	O=C(Nc1ccccc1)c1ccc2nc(-c3ccco3)c(-c3ccco3)nc2c1
88	0%	-2%	-3%	Cc1c(C(=O)NCc2ccco2)cccc1[N+](=O)[O-]
89	-9%	-9%	.	O=C(CNC(=O)c1ccc(Cl)cc1)c1ccc(Br)cc1
90	.	-15%	1%[56.1 µM]	Cc1ccc(NC(=O)c2ncn(CC(=O)N[C@H](CO)Cc3c[nH]c4ccccc34)n2)cc1C
91	13%	15%	-9%	O=C(CCNS(=O)(=O)c1ccc(Cl)cc1)NCc1cccs1
92	.	16%	1%	CC(=O)c1ccc(OCCCC(=O)Nc2ccc3c(c2)OCCO3)cc1

# Of the compounds above, 10 have a thiophene ring, fused or not:
no.	N370S GC mod	FEN1 inhibitor	TDP1 block	SMILES
7	2%	-4%	0%	Clc1ccc2nc(-c3ccc(Br)s3)cn2c1
17	-15%	-15%	-2%	O=C(N=Nc1c(O)[nH]c2ccccc12)c1cc(NS(=O)(=O)c2cccs2)cc(NS(=O)(=O)c2cccs2)c1
31	5%[2.35 µM]	.	0%	Cc1nc(SCc2nnc(-c3ccc(Cl)cc3)o2)c2c3c(sc2n1)CCC3
54	3%	-7%	-2%[0.505 µM]	Cc1sc(NC(=O)CS(=O)(=O)c2ccccc2)c(C(N)=O)c1C
55	2%	-12%	0%	C=CCn1c(SCC(=O)NCCCC)nc2scc(-c3ccco3)c2c1=O
62	.	6%	0%	COc1ccccc1NC(=O)c1sc2nc(C)c(C(=O)Nc3ccc(Cl)cc3)c(-c3ccc(Br)cc3)c2c1N
63	.	-15%	4%	O=C(CCc1nc2cccnc2n1Cc1cccs1)Nc1cccc(C(F)(F)F)c1
69	-8%	3%	.	CCN(CC)Cc1c(C(=O)N/N=C/c2cccs2)nnn1-c1nonc1N
85	-2%	?	3%	N#C/C(=C\c1ccc(OC(=O)c2ccc(Cl)s2)cc1)c1nc2ccccc2[nH]1
91	13%	15%	-9%	O=C(CCNS(=O)(=O)c1ccc(Cl)cc1)NCc1cccs1
